Giardia kill: Giardia lamblia killing | Giardia lamblia trophozoite viability | activity change, % at 7.66 µM, hits read low | actives 0.15% (n = 340,000) | AID 540267; in the data active = activity change below about -80%; inconclusive = between about -30% and that limit;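 note: parasites exposed to compound for two days anaerobically before the ATP read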
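Giardia lamblia trophozoites (100 cells/well) were incubated with compounds for 48 h at 37 deg C under anaerobic conditions. Viability was read as ATP content by one-step luminescence after 15-30 min at room temperature.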
B2AR arrestin: beta2AR (human) beta-arrestin recruitment activity. P07550. beta-arrestin recruitment to beta2AR, cell-based reporter. Potency, µM (series often up to 46.1 µM), for inactives: top-dose activation, most hits filed as activators. actives 0.02% (n = 330,000). AID 492947;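 note: potency is the fitted concentration of half-maximal effect; 0% = DMSO controls and full agonism = EC100 isoproterenol or metaproterenol; nearly all actives have a fitted effect of over 65% in size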
Target sequence (P07550 whole entry, looked up): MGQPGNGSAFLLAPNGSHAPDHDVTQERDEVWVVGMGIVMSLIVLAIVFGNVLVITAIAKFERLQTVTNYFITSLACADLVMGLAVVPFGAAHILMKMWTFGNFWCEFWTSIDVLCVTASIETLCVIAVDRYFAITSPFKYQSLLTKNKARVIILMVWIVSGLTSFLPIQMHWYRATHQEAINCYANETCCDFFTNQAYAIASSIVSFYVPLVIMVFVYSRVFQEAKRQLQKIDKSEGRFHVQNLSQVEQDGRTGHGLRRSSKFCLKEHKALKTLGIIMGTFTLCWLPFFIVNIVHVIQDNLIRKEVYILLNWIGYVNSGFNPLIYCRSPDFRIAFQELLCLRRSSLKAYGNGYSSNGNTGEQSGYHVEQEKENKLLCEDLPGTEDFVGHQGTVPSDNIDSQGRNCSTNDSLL
KCNH2 3.1 inh: blocks the human KCNH2 3.1 channel isoform; U2OS KCNH2 3.1, thallium flux FluxOr; hits give low values; activity change, % (tested at about 1.8 µM); actives 0.95% (n = 340,000); AID 720553;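 active = maximum activity change below -70%; inconclusive = maximum activity change from -70% to -50%; inactive = maximum activity change above -50%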;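 note: thallium influx rate constant from kinetic fluorescence after stimulation buffer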
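Virally transduced U2OS (3.1 isoform, 4 h infection in dark at RT) → overnight 37 C → FluxOr + Red40 in HBSS/HEPES, 45 min → stimulation buffer, 2 min kinetic read → rate constant vs DMSO controls.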
USP2a block: USP2a (human) protease inhibition | USP2 core, Ub-CHOP2 coupled fluorogenic reporter, 485/531 | actives 0.01% (n = 330,000) | Potency, µM (series often up to 38.3 µM), for the others: at the highest dose activity change, negative = inhibition, actives largely listed as inhibitors | O75604 | AID 463254;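 note: potency is the fitted concentration of half-maximal effect; plate controls were DMSO wells for no effect and full inhibition by NEM control for full effect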
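USP2 core (10nM final) preincubated 30min RT with compound in 20mM Tris-HCl pH 8.0, 2mM CaCl2, 2mM beta-mercaptoethanol, 0.05% CHAPS; 25nM Ub-CHOP2 plus 25nM reporter substrate added, fluorescence (Ex485/Em531) read after 60min.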
KCNH2 WT inh: inhibitors of human wildtype KCNH2 potassium channel; Q12809; U2OS, BacMam KCNH2, thallium flux FluxOr; hits give low values; activity change, % at 1.84 µM; actives 0.37% (n = 340,000);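 active = maximum activity change below -70%; inconclusive = maximum activity change between -70% and -50%; inactive = maximum activity change above -50%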
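U2OS cells transduced with wild-type KCNH2 virus are loaded with FluxOr dye for 45 min, and thallium flux is measured in kinetic reads before and after stimulation buffer. Rate constants are normalized to DMSO controls.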
Eya2 inh: inhibitors of human Eya2 phosphatase activity; O00167; recombinant Eya2, OMFP fluorescence dephosphorylation (OMFP is methylfluorescein phosphate); Potency, µM (doses to about 76.9 µM), without a hit: at the highest dose activity, negative = inhibition, usual class: inhibitors; actives 0.006% (n = 330,000); note: potency is the fitted concentration of half-maximal effect
Target sequence (O00167 whole entry, looked up): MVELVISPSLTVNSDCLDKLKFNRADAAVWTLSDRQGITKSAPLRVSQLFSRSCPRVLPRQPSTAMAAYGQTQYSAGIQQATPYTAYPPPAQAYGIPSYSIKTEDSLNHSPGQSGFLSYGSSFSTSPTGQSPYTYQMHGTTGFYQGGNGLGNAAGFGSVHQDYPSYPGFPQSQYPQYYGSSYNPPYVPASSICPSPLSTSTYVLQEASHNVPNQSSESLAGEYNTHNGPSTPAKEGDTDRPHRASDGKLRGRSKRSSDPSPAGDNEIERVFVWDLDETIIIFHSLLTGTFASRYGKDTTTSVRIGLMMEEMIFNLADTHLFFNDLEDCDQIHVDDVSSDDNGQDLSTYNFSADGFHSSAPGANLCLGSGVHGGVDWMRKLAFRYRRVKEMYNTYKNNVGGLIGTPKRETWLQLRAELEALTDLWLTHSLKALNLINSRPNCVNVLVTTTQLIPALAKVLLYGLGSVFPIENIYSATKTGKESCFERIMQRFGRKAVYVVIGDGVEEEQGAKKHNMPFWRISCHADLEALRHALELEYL
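Eya2 protein (added as 0.2 uM solution) was preincubated with compound for 10 min at ambient temperature in 50 mM HEPES pH 7.5, 50 mM NaCl, 5 uM MgCl2, 0.05% BSA, 1 mM DTT. OMFP (added at 50 uM) then reacted 10 min; fluorescence read at 485/525 nm.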
GALK inh: galactokinase (human) inhibition | Purified GALK, Kinase-Glo residual ATP luminescence | Potency, µM (highest dose often 57.5 µM), for the others: at the highest dose activity change, negative = inhibition, most hits filed as inhibitors | actives 0.007% (n = 270,000) | AID 1868; note: potency is the fitted concentration of half-maximal effect
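Quantitative HTS: GALK 5 nM, ATP 35 uM, galactose 100 uM, 1 h room temperature, then luciferase-based ATP detection.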
PKM2 activator: increases activity of human pyruvate kinase M2; purified PKM2, Kinase-Glo ATP luminescence, activation; response scale: 0% is enzyme alone, no compound; actives 0.34% (n = 260,000); AID 1631; P14618; Potency, µM (highest dose often 57.5 µM), for the others: at the top dose activation, usual class: activators; note: potency is the fitted concentration of half-maximal effect; nearly all actives have a fitted effect of over 55% in size
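Kinase-Glo luminescence reports ATP generated from ADP (0.1 mM) and PEP (0.5 mM) by purified hPK-M2 after 1 h at room temperature, pH 7.2 imidazole buffer; intermediate enzyme activity allows detecting inhibitors and activators.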
Chronic BCR inh: inhibitors of chronic active B-cell receptor signaling; ABC-DLBCL IkBa-CBG/CBR reporter, luminescence ratio, 4 h; Potency, µM (highest dose often 46.1 µM), without a hit: at the top dose ratio change, negative = lower green/red ratio, actives largely listed as inhibitors; actives 0.05% (n = 340,000); AID 493014; active = well fitted inhibition curve with a large enough effect in the signal ratio, with a control signal flat, not every such curve was filed as active; inconclusive = small, poorly fitted or top-dose-only effect, or effect the other way, or a change in a side signal; the % refers to the signal ratio;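 note: potency is the fitted concentration of half-maximal effect; plate controls were basal doxycycline-induced cells for no effect and cells given 10 µM MG132 for full effect; MG132 reads +100%, hits lower the ratio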
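TMD8 ABC-DLBCL cells carrying doxycycline-inducible green luciferase fused to IkappaBalpha plus unfused red luciferase were exposed to compounds (up to 46 uM) for 4 hrs at 37C. Activity came from the overlap-corrected green/red luminescence ratio.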
Coupling enz: coupling enzyme interference in Giardia aldolase counter-screen; coupling enzyme system counterscreen, AmpLite Red fluorescence; actives 0.67% (n = 290,000); activity change, negative = inhibition, % at 58.2 µM, hits read low; in the data active = activity change below about -30%
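Compounds tested against the coupling enzymes alone at 57.5 uM final; readout was AmpLite Red fluorescence (525/598 nm) after 20 min at RT.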
uPA surface inh: inhibitors of cell surface uPA generation; AID 540303; actives 0.31% (n = 330,000); cell surface uPA generation assay, qHTS; Potency, µM (titrated, usually from 38.3 µM), for inactives: at the top dose activity change, negative = inhibition, most hits filed as inhibitors; active = well fitted inhibition curve with a large enough effect; inconclusive = small, poorly fitted or top-dose-only effect; inactive = no such curve, though single readings can be large or run the other way; tested in mouse RAW 264.7 cells; note: potency is the fitted concentration of half-maximal effect; nearly all actives have a fitted effect of over 55% in size
Active calls of the source: *; u = inconclusive; x = not tested or not shown; [ ] = remark or other dose. Unless noted, calls come from the whole dose curve; as a rule, active = well fitted curve in the direction sought with a large enough effect; inconclusive = small, poorly fitted or top-dose-only effect, or another doubt; inactive = no such curve, though single readings can be large; an effect the other way counts as inactive or inconclusive. Unless noted, % is set by controls: 0 for no effect and ±100 for the full control effect.

#	SMILES	Giardia kill	B2AR arrestin	KCNH2 3.1 inh	USP2a block	KCNH2 WT inh	Eya2 inh
1	CC(=O)C1=C(O)C(=O)N(c2ccc(Br)cc2)C1c1ccc(Br)cc1 (stereo not given)	-6	0.7%	-1	-9%	7	7%
2	CC(=O)Nc1nc2ccc(C(=O)NC3CCCCC3)cc2s1	-5	0.0%	-2	1%	0	-4%
3	CC(=O)NCCC(=O)NCC1(N(C)Cc2ccccc2)Cc2ccccc2C1	4	-1.0%	6	0%	9	-6%
4	CC1(C)CC(NS(=O)(=O)OCC(Cl)(Cl)Cl)c2cc(C#N)ccc2O1 (stereo not given)	14	-1.5%	12	2%	-6	-10%
5	CCOC(=O)N1CCN(C(=O)CCc2nc3sc4c(c3c(=O)[nH]2)CCCC4)CC1	3	0.1%	8	-4%	-1	-1%
6	Cc1cc(C(=O)NC2CCCCCC2)c2ccccc2n1	-6	0.1%	-2	4%	-7	4%
7	O=C(CN1C(=O)C2C3c4ccccc4C(c4ccccc43)C2C1=O)N1CCOCC1 (stereo not given)	-5	-2.1%	-11	0%	-2	-26%
8	Cc1ccccc1N=CC=C1OC(C)(C)C(C)(C)O1	-4	0.5%	9	1%	-32	-4%
9	CC1CN(C(=O)c2ccccc2NS(=O)(=O)c2ccc(Cl)cc2)CC(C)O1 (stereo not given)	-12	-0.4%	7	0%	7	-10%
10	COc1cccc(NC(=O)c2nn(C34CC5CC(CC(C5)C3)C4)cc2[N+](=O)[O-])c1	4	0.5%	-9	0%	15	-3%
11	Cc1cc(Br)ccc1OCC(=O)NNC(=O)CCc1ccccc1	-8	-0.9%	-19	1%	-1	-9%
12	CC(NC(=O)COC(=O)c1nc(Cl)ccc1Cl)c1ccccc1 (stereo not given)	0	0.0%	-10	1%	-28	3%
13	COc1ccc(Cl)cc1-c1nc(-c2ccncc2)no1	15	-0.5%	7	3%	0	-8%
14	COc1ccc(C2Nc3ccccc3C(=O)N2Cc2ccccc2)cc1COc1ccccn1 (stereo not given)	3	0.0%	-17	-10%	-2	6%
15	CN1CCN(CCCNC(=O)Nc2ccc([N+](=O)[O-])cc2)CC1	11	0.0%	-6	9%	6	-6%

#	GALK inh	PKM2 activator	Chronic BCR inh	Coupling enz	uPA surface inh
1	-3%	-1%[11.5 µM]	10%	7	7%
2	2%	-20%	u	-1	-4%
3	0%	-7%	0%	1	-10%
4	x	0%	u	-1	-11%
5	0%	-4%	-7%	6	-1%
6	x	x	4%	x	1%
7	0%	11%	0%	-2	x
8	0%	-3%	u	-4	-11%
9	x	x	-1%	x	-11%
10	1%	1%	1%	-2	-2%
11	6%	x	0%	3	1%
12	x	x	4%	x	0%
13	0%	-2%	u	-2	2%
14	2%	27%	u	5	-7%
15	-3%	x	u	4	3%

An excerpt of these results, in transposed form.
2	CC(=O)Nc1nc2ccc(C(=O)NC3CCCCC3)cc2s1
15	CN1CCN(CCCNC(=O)Nc2ccc([N+](=O)[O-])cc2)CC1
8	Cc1ccccc1N=CC=C1OC(C)(C)C(C)(C)O1
10	COc1cccc(NC(=O)c2nn(C34CC5CC(CC(C5)C3)C4)cc2[N+](=O)[O-])c1
entry no.,2,15,8,10
Giardia kill,-5,11,-4,4
B2AR arrestin,0.0%,0.0%,0.5%,0.5%
KCNH2 3.1 inh,-2,-6,9,-9
USP2a block,1%,9%,1%,0%
KCNH2 WT inh,0,6,-32,15
Eya2 inh,-4%,-6%,-4%,-3%
GALK inh,2%,-3%,0%,1%
PKM2 activator,-20%,x,-3%,1%
Chronic BCR inh,u,u,u,1%
Coupling enz,-1,4,-4,-2
uPA surface inh,-4%,3%,-11%,-2%

Following part.
#	SMILES	Giardia kill	B2AR arrestin	KCNH2 3.1 inh	USP2a block	KCNH2 WT inh	Eya2 inh
16	CCC(=O)c1ccc(OCC(O)Cn2nc(C)cc2C)cc1 (stereo not given)	19	0.0%	1	1%	9	-9%
17	Cc1cc(=O)n(-c2ccc(O)cc2)[nH]1	-8	-1.1%	-1	2%	1	12%
18	Cc1nc2nc(C)c(CCC(=O)NCCC3=CCCCC3)c(C)n2n1	-14	0.1%	-6	0%	-4	17%
19	COCCn1nnnc1C(c1cc2cc(OC)c(OC)cc2[nH]c1=O)N1CCN(c2ccc(O)cc2)CC1 (stereo not given)	-20	0.4%	-2	-2%	-6	-4%
20	O=C1NC(=S)SC1=C1CCCC1	-20	-0.2%	2	-7%	1	-8%
21	O=C(c1ccc(Cn2cc(Cl)c([N+](=O)[O-])n2)cc1)N1CCN(Cc2ccccc2)CC1	0	-0.5%	7	-1%	17	u
22	O=C(c1cccc(F)c1)N1CCN(S(=O)(=O)c2ccc(C(F)(F)F)cc2)CC1	1	-0.3%	-4	6%	0	3%
23	Cc1cc(C)cc(OC2CCCCC2NS(=O)(=O)c2ccccc2)c1 (stereo not given)	-11	-2.4%	6	2%	-14	-16%
24	CCCOc1ccc(N2C(=O)CC(N(CCc3ccc(OC)cc3)C(=O)c3cccc(F)c3)C2=O)cc1 (stereo not given)	1	0.0%	-8	1%	-10	-21%
25	COc1cc(C2C(C(=O)c3cccs3)=C(O)C(=O)N2CCN2CCOCC2)cc(OC)c1OC (stereo not given)	-5	0.6%	-5	-1%	4	1%
26	Cc1cc(C(=O)NNC(=S)NC2CCCCC2)cs1	7	0.3%	-8	0%	-3	-6%
27	Cn1c(-c2ccccc2)cnc1NCc1cccc([N+](=O)[O-])c1	-19	0.4%	1	5%	5	-6%
28	Cc1ccc(NS(=O)(=O)c2cc3c4c(c2)CC(=O)N4CCC3)cc1C	-6	0.1%	-15	2%	-11	-3%
29	CSCCCNC(=S)Nc1ccc(N2CCOCC2)cc1	15	-0.2%	-4	1%	-1	12%
30	COC(=O)c1ccc(NC(=O)COc2ccc(S(=O)(=O)N3CCCCC3)cc2)cc1	3	0.3%	-15	2%	-31	5%

#	GALK inh	PKM2 activator	Chronic BCR inh	Coupling enz	uPA surface inh
16	6%	x	5%	x	-70%
17	0%	2%	u	0	2%
18	-1%	-1%	1%	1	x
19	2%	-21%	-15%	5	-1%
20	2%	-17%	4%	2	-2%
21	0%	u	-17%	-1	12%
22	16%	1%	3%	0	6%
23	0%	7%	2%	0	10%
24	-2%	2%	-5%	0	-12%
25	-4%	0%	9%	3	1%
26	-6%	-9%	u	x	-1%
27	1%	2%	-1%	0	2%
28	-4%	x	4%	x	-1%
29	0%	-2%	u	4	6%
30	0%	-4%	u	2	x

The list continues:
#	SMILES	Giardia kill	B2AR arrestin	KCNH2 3.1 inh	USP2a block	KCNH2 WT inh	Eya2 inh
31	CC(=O)Nc1ccc(S[C@@H](CCN2CC[C@H](C(C)(C)C)CCC2=O)c2ccccc2)cc1	13	-0.5%	x	0%	x	-14%
32	CC(C)Cc1nnc(NC(=O)C2CC(=O)N(c3ccc4c(c3)OCCO4)C2)s1 (stereo not given)	1	-0.1%	-2	0%	13	4%
33	Cn1ncc([N+](=O)[O-])c1C(=O)Nc1ccc(Cl)cc1	2	0.3%	-12	-1%	x	-1%
34	CC(=O)Nc1nc(C)c(C(C)(C)C)s1	21	-0.3%	-26	3%	-18	5%
35	O=C(NNC(=O)c1ccccc1O)c1ccc(Cl)cc1	-30	0.0%	11	1%	-23	7%
36	O=C1C=C(c2ccc3c(c2)OCO3)C[C@@H](c2ccc(F)cc2)C1	10	-1.0%	5	7%	4	0%
37	CCOC(=O)N1CCC(N2Cc3cccc(C(=O)NCc4ccccc4OC)c3C2=O)CC1	9	0.5%	-14	0%	6	-2%
38	COCCn1c(-c2cc(OC)c(OC)c(OC)c2)nc2nc3ccccc3nc21	x	-0.2%	x	0%	x	4%
39	CC(C)OC(=O)CSc1nnc2n1C(C)(C)Cc1ccccc1-2	13	-0.6%	15	-2%	-4	10%
40	CSc1nc2sc3c(c2c(=O)n1CC(C)C)CC(C)(C)OC3	-17	-0.6%	1	1%	2	12%
41	CCCc1nnc(NC(=O)C2CCN(C(=O)C3CC(=O)N(c4ccc(C)cc4)C3)CC2)s1 (stereo not given)	-15	0.2%	-6	0%	3	-22%

#	GALK inh	PKM2 activator	Chronic BCR inh	Coupling enz	uPA surface inh
31	x	x	1%	x	-18%
32	x	x	-2%	x	23%
33	5%	x	1%	1	-29%
34	-1%	8%	-19%	2	2%
35	1%	-2%	u	5	-10%
36	x	x	u	x	-5%
37	-3%	2%	12%	0	2%
38	-1%	-1%	11%	0	x
39	5%	0%	1%	0	2%
40	-4%	5%	10%	-1	7%
41	14%	-7%	-17%	-3	0%

Assay outcomes (PubChem BioAssay)

Compounds as they come. Share with any hit: about 2.4%.
